Screening results from PubChem BioAssay.
WRN helicase inh: qHTS for Inhibitors of WRN Helicase; Potency, µM (titrated, usually from 114 µM), inactives show top-dose activity change, negative = inhibition, usual class: inhibitors; 360,000 tested, 0.46% active; WRN helicase unwinding, fluorescent forked duplex, kinetic; further: potency means the concentration at half of the fitted maximal effect; on the % scale 0 is the no-effect control and ±100 the full control effect; nearly all actives have a fitted effect of over 55% in size
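WRN at 20 nM final was preincubated with compound for 15 min at room temperature; reaction started with 100 nM forked duplex oligonucleotide carrying fluorophore and quencher plus 2 mM ATP (final). Unwinding followed kinetically by red fluorescence (ex 525/em 598 nm).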
PLK1 PBD inh: qHTS for Inhibitors of PLK1-PDB (polo-like kinase 1 - polo-box domain): Primary Screen; Serine/threonine-protein kinase PLK1 (Homo sapiens), P53350; Potency, µM, without a hit: max response, negative = inhibition, hits mostly inhibitors; Plk1 PBD binding of FITC phosphopeptide, fluorescence polarization; AID 720504, 2013; 360,000 tested, 2.8% active; further: potency means the concentration at half of the fitted maximal effect; series mostly up to about 57 µM; on the % scale 0 is the no-effect control and ±100 the full control effect; nearly all actives have a fitted effect of over 65% in size
GLP-1R agonist: qHTS of GLP-1 Receptor Agonists; Glucagon-like peptide 1 receptor (Homo sapiens), P43220; HEK293 GLP-1R CRE-luciferase, luminescence, 4-6 h; cells express a hypersensitive GLP-1R form; Potency, µM (series often up to 45.6 µM), without a hit: top-dose activation, most hits filed as activators; 380,000 tested, 0.007% active; AID 624172, 2012; further: potency means the concentration at half of the fitted maximal effect; % of control where 0% means no effect
Target sequence (P43220 whole entry, looked up): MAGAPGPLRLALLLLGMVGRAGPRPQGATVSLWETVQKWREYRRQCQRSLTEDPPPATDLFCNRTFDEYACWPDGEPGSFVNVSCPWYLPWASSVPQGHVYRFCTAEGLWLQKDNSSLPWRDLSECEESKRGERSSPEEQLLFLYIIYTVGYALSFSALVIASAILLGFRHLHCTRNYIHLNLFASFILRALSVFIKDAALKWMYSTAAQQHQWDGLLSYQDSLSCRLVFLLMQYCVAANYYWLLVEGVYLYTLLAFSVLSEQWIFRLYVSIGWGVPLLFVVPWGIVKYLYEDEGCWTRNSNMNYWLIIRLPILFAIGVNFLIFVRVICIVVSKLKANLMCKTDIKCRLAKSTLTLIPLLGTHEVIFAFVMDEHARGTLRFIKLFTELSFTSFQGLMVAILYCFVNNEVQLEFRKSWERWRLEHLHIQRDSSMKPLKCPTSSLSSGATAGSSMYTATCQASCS
IL2 activator: qHTS of IL-2 Activators; 360,000 tested, 0.065% active; IL-2 activation reporter assay, cell-based qHTS; stimulated with anti-CD3/CD4/CD28 beads; in transgenic mouse T cells; activation, % (series mostly up to about 46 µM); AID 652025, 2013; in the data active means activation above about 50%; inconclusive means mostly about 30% to 49%; further: 0% is about no effect
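Using fluorescent plate cytometry, EGFP and DsRed are detected in transgenic mouse T cells stimulated 18 h at 37 degrees C with antibody-coated beads after 60 min compound pretreatment.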
PI5P4K alpha inh: qHTS for Inhibitors of phosphatidylinositol 5-phosphate 4-kinase (PI5P4K); Phosphatidylinositol 5-phosphate 4-kinase type-2 alpha (Homo sapiens), P48426; PI5P4Kalpha enzyme, ADP-Glo luminescence, 60 min; stronger effect = lower value; max response, %; 330,000 tested, 1.2% active; AID 652105, 2013; active means max response of -50% or lower; inconclusive means between -30% and -50%; inactive means -30% or higher; further: value at the top dose of about 77 µM; on the % scale 0 is the no-effect control and ±100 the full control effect
Target sequence (P48426 whole entry, looked up): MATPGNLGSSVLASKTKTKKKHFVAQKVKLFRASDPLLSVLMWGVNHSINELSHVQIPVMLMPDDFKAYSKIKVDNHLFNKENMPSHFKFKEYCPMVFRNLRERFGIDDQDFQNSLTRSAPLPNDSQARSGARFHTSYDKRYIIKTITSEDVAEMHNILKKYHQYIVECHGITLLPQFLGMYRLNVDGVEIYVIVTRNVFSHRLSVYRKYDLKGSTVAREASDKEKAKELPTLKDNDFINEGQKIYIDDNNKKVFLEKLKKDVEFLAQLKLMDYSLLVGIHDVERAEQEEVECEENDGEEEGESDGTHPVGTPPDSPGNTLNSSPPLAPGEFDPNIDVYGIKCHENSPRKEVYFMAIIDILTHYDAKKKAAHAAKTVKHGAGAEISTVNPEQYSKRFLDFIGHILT
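Quantitative HTS of the MLSMR library against PI5P4Kalpha with substrate. ATP added last at 5 microM final; room temperature, 60 minutes. Remaining ATP depleted, ADP converted and read as luminescence.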
GLP1R inv ag: qHTS of GLP-1 Receptor Inverse Agonists (Inhibition Mode) | Glucagon-like peptide 1 receptor (Homo sapiens), P43220 | HEK293 GLP-1R CRE-luciferase, luminescence, 24 h; GLP-1R form is constitutively active | Potency, µM (doses to about 38.3 µM), for the others: top-dose activity change, negative = inhibition, hits mostly inhibitors | 410,000 tested, 1.6% active | AID 624417, 2012; further: potency means the concentration at half of the fitted maximal effect; on the % scale 0 is the no-effect control and ±100 the full control effect; nearly all actives have a fitted effect of over 55% in size
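Assay principle: reduced luminescence from a cAMP-responsive reporter in HEK293 cells co-expressing a constitutively active GLP-1R. Conditions: 24 hr compound incubation, 37 deg C, 5% CO2.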
HEK293 tox: qHTS of GLP-1 Receptor Inverse Agonists: Cytotox Screen; Potency, µM (highest dose often 38.3 µM), for inactives: at the highest dose activity change, negative = inhibition, usual class: inhibitors; 410,000 tested, 0.13% active; HEK293 cAMP-luciferase reporter cells, luminescence, 24 h;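 further: loss of luciferase light is scored as toxicity; potency means the concentration at half of the fitted maximal effect; on the % scale 0 is the no-effect control and ±100 the full control effect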
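Cells in DMEM/10% Nu serum/1% pen-strep, 1536-well format. Pre-incubated 12 h, dosed with 23 nL compound, incubated a further 24 h. Luciferase detection, 12 min at room temp, luminescence.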
DRD3 agonist: qHTS of D3 Dopamine Receptor Agonist: qHTS. max activation, %. 410,000 tested, 0.58% active. D3R DiscoveRx beta-arrestin cells, luminescence, 90 min; in the data active means max activation above about 30%; further: 0% is about no effect; mostly tested at two doses, the higher about 12 µM
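Agonist-mode cell screen: cells plated at 1500/well and incubated overnight at 37 °C, then exposed to library compounds for 90 min at 37 °C. Detection reagent was added for 30–60 min at room temperature, and luminescence was read.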
DRD3 antagonist: qHTS of D3 Dopamine Receptor Antagonist: qHTS | AID 652054, 2013 | max response, negative = inhibition, % | 360,000 tested, 2.5% active | D(3) dopamine receptor (Homo sapiens), P35462 | D3R cells, DiscoveRx beta-arrestin luminescence, antagonist mode; stronger effect = lower value; in the data active means max response below about -50%; inconclusive means no clear call, values can overlap the other calls; further: on the % scale 0 is the no-effect control and ±100 the full control effect; mostly tested at two doses, the higher about 12 µM
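Cells plated overnight at 1500 cells/well, then exposed to library compounds with dopamine controls for 90 minutes at 37 degrees C. DiscoveRx reagent added for 30–60 minutes at room temperature; luminescence read, quantitative HTS format.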
An asterisk follows results filed as active; ? = inconclusive; . = no result given; & = joins results of further samples; [ ] = dose if it differs, or a comment. Unless noted, the call rests on the fitted dose curve; in most records, active means well fitted curve in the direction sought with a large enough effect; inconclusive means small, poorly fitted or top-dose-only effect, or another doubt; inactive means no such curve, though single readings can be large; an effect the other way counts as inactive or inconclusive.

SMILES | WRN helicase inh | PLK1 PBD inh | GLP-1R agonist | IL2 activator | PI5P4K alpha inh | GLP1R inv ag | HEK293 tox | DRD3 agonist | DRD3 antagonist
C=CCNc1cc(=O)n(Cc2ccccc2)c(=O)[nH]1 | -3% | -7% | 7% | -0.6 | -3 | 25% | 10% | -11 | 6
CN(C)C(=O)N1CCCC(C(=O)NCc2ccccc2)C1 (stereo not given) | -3%[57.1 µM] | 1% | -1% | -2.2 | . | 7% | 6% | 0 | -11
O=C(OCC(=O)N1CCN(C(=O)c2ccco2)CC1)C1=COCCO1 | -12% | -7% | -3% | 1.6 | . | 7% | 17% | -6 | -20
O=C(NNC(=O)C1CCN(Cc2ccc(Cl)c(Cl)c2)CC1)c1cccs1 | 16% | -7% | 8% | -3.9 | -9 | -18% | 11% | -32 | ?
CC1CCN(C(=O)c2ccc(-n3cnnn3)cc2)CC1 | 1% | -8% | 19% | 0.2 | -7 | 18% | 14% | -24 | ?
O=C(CN(Cc1ccccc1)S(=O)(=O)c1ccc(F)cc1)NCc1ccncc1 | 3% | -5% | 15% | 0.2 | 1 | -5% | -10% | 8 | -5
Cc1cc(NC(=O)COC(=O)CCNS(=O)(=O)c2c(Cl)cccc2Cl)no1 | -1% | -13% | 6% | -2.4 | -6 | -5% | -9% | -16 | 2
COc1ccccc1NC(=O)CSc1nnc(-c2ccc(NC(C)=O)cc2)n1C | -1% | -3% | -1% | -0.2 | -9 | 6% | -7% | 4 | 23
O=C(Nc1cc(=O)[nH]c2ncnn12)c1ccccc1F | 8% | 2% | 2% | 0.0 | 1 | 4% | -1% | -9 | ?
CCN1C(=O)[C@@H]2[C@@H](c3ccc(-c4ccc(OC)cc4)c(OC)c3)N3CCCC[C@@]3(C(=O)OC)[C@@H]2C1=O | 0% | -10% | 3% | 0.4 | 1 | ? | 1% | -6 | -25
CC(=O)NCC(=O)N(C)C(C(=O)Nc1ccc2c(c1)OCCO2)c1ccccc1 (stereo not given) | 1% | -3% | 1% | -0.7 | -2 | 6% | 9% | 2 | 7
O=S(=O)(Nc1ccccc1Cl)c1ccc2[nH]c(=S)oc2c1 | -25% | -19% | -9% | 1.2 | -16 | -11% | 7% | -2 | -15
COc1ccc(S(=O)(=O)N(CC(=O)NC(C)C)Cc2ccccc2)cc1 | -5% | -7% | -4% | -0.2 | . | 4% | 3% | -2 | -7
CCOC(=O)[C@]12CCCC=C1N(Cc1ccco1)C(=O)[C@H](CC(=O)NCCc1ccccc1OC)C2 | 4% | 0% | 3% | 0.0 | 4 | -4% | -1% | 10 | 7
Cc1c(C)n(C)c2ccc(C(=O)NCCCN3CCN(c4ccc(F)cc4)CC3)cc12 | -6% | -11% | -6% | -2.8 | 0 | ? | -25% | -19 | -56*
CNc1c([N+](=O)[O-])ncn1C | 0% | -3% | -15% | 1.5 | 2 | 1% | -19% | 3 | 3
COc1ccc(C2NC(=O)c3sc(=S)n(-c4ccccc4)c3N2)cc1 (stereo not given) | 2% | ? | -3% | 0.7 | -14 | 0% | -18% | -1 | -30
O=C(Nc1ccncc1)c1ccc(S(=O)(=O)Nc2ccccc2)cc1 | -1%[57.1 µM] | 5% | 1% | -2.8 | 0 | ? | 4% | 4 | -2
Cc1sc2nc(-c3ccccn3)[nH]c(=O)c2c1-c1ccccc1 | -13% | 19µM* | 16% | 1.6 | -13 | ? | -29% | 3 | -9
CC(C)C[C@@H](CN1CCC[C@H]1CN1C(=O)C(=O)NC[C@@H]1Cc1ccccc1)N1C[C@H](Cc2ccc(O)cc2)N(CCc2ccccc2)C(=O)C1=O | -9% | -9% | 0% | 0.3 | -3 | -21% | -23% | -6 | 2
O=C(NCCCO)/C(=C/c1ccco1)NC(=O)c1ccc(Br)o1 | 6% | 1% | -6% | -0.3 | -1 | 11% | 3% | 6 | 7
CCOc1ccc(NC(=O)CN(C)C(=O)Cn2c(=O)cnc3ccccc32)cc1OCC | -3% | 3% | -7% | 1.8 | -2 | 50%[activator] | -17% | 1 | 17
CC(C)(C)NC(=O)CSc1nc2scc(-c3ccccc3)c2c(=O)[nH]1 | -13% | -12% | -2% | -1.3 | 0 | ? | -21% | 4 | 29
COC(=O)Nc1nnc(CC(=O)Nc2ccccc2C)s1 | 1%[57.1 µM] | -6% | 1% | -3.6 | 2 | 20% | 3% | -1 | 12
COCCn1c(Cc2ccccc2)nnc1SCC(=O)Nc1oc(C)c2c(C)n[nH]c(=O)c12 | -10% | -22% | -1% | -1.0 | 2 | -6% | 9% | 5 | 12
Cc1ccc(SCC(=O)NCc2cccnc2)cc1 | -9% | -16% | 15% | -1.1 | -2 | 0% | 12% | -2 | -9
CC(=O)c1cc(C#N)c(SCC(=O)OC(C)C)nc1C | -3% | -1% | 24% | -1.9 | . | 0% | 7% | 1 | -17
Cc1ccc(NCc2nnc(SCC(=O)N3CCCc4ccccc43)o2)c(C)c1 | -5% | -6% | -5% | -0.3 | 6 | -21% | -7% | -1 | 39
COc1ccc(C(C#N)=Cc2ccc(OC)c(OC)c2)cc1 | -4% | -13% | 17% | -3.7 | 0 | 58%[activator] | 9% | -2 | 2
Cc1ccc(NS(=O)(=O)c2ccc3c(c2)CCC(=O)N3)cc1 | -7% | -3% | 0%&-1% | -0.2&0.1 | 2 | 15% | 3% | 7 | 13
CCc1c(C(=O)OCc2ccccc2)[nH]c(C)c1C | -11% | 0% | 14% | -5.0 | 11 | ? | 12% | 9 | 0
COc1cccc(CN2CCCCC2C(=O)O)c1 (stereo not given) | -5% | -8% | 4% | -1.2 | 2 | -10% | 4% | -4 | -2
CCCCN(CC)CCNC(=O)c1cc2c(=O)n(C)c3ccccc3c2s1 | 27% | -7% | 16% | -0.3 | 4 | ? | -9% | -15 | -26
Cc1cc(N2CCN(c3ccc(C(F)(F)F)cc3[N+](=O)[O-])CC2)c2ccccc2n1 | -1% | 1% | -1% | -0.9 | 6 | 7.9µM* | ? | 1 | 0
Cc1ccc2c(c1)N(C(=O)CCC(=O)Nc1ccccc1Cl)CC(C)O2 (stereo not given) | 2% | -5% | -3% | -2.1 | -4 | ? | 1%&-5% | -9&-16 | -12
Cc1noc(C)c1NC(=O)N(C)C[C@H]1Oc2ccc(NC(=O)NC(C)C)cc2C(=O)N([C@H](C)CO)C[C@@H]1C | -3% | -5% | 7% | -1.8 | -7 | 2% | 14% | 4 | 32
O=C1NC(=S)S/C1=C/c1ccc(Oc2cnccn2)cc1 | -19%[57.1 µM] | -17% | -3% | 1.9 | -78* | 19% | 9% | 10 | 6
O=C(O)CCc1ccc(-c2ccc(F)cc2)n1CCC(=O)O | -15% | -2% | -1% | 2.2 | . | 0% | -17% | -1 | 9
COC(=O)Cn1ncn2c(cc3oc(C)cc32)c1=O | 3% | 0% | -15% | 2.0 | -5 | 2% | -11% | 5 | 14
Cn1c(NC(=O)Cc2cccc3ccccc23)cc(=O)n(C)c1=O | 7% | 1% | 4% | -0.8 | -6 | 11% | 4% | 2 | 17
O=C(NC1=NCCCCC1)c1cccc2ccccc12 | -4% | -5% | 0% | -1.1 | -1 | -26% | -4% | -4 | 9
Cc1ccccc1C(=O)N1CCN(c2ccc(NC(=S)NC(=O)c3cccs3)cc2)CC1 | -14% | -13% | 0% | 0.2 | 5 | ? | ? | 5 | -11
COCCn1nnnc1C(c1cccc(C#N)c1)N1CCCCCC1 (stereo not given) | 5% | -3% | 0% | -2.2 | . | -15% | -21% | -2 | -75*
CCn1c(SCC(=O)NNC(=O)c2ccc(OC)cc2)nnc1-c1ccco1 | -6% | -4% | 3% | 1.4 | 2 | 12% | 3% | 11 | 9

Reprinted at random: 2 compounds from above
SMILES | WRN helicase inh | PLK1 PBD inh | GLP-1R agonist | IL2 activator | PI5P4K alpha inh | GLP1R inv ag | HEK293 tox | DRD3 agonist | DRD3 antagonist
O=C(NC1=NCCCCC1)c1cccc2ccccc12 | -4% | -5% | 0% | -1.1 | -1 | -26% | -4% | -4 | 9
Cc1ccccc1C(=O)N1CCN(c2ccc(NC(=S)NC(=O)c3cccs3)cc2)CC1 | -14% | -13% | 0% | 0.2 | 5 | ? | ? | 5 | -11

Reprinted from the listing for reference:
SMILES | WRN helicase inh | PLK1 PBD inh | GLP-1R agonist | IL2 activator | PI5P4K alpha inh | GLP1R inv ag | HEK293 tox | DRD3 agonist | DRD3 antagonist
Cc1noc(C)c1NC(=O)N(C)C[C@H]1Oc2ccc(NC(=O)NC(C)C)cc2C(=O)N([C@H](C)CO)C[C@@H]1C | -3% | -5% | 7% | -1.8 | -7 | 2% | 14% | 4 | 32
O=C1NC(=S)S/C1=C/c1ccc(Oc2cnccn2)cc1 | -19%[57.1 µM] | -17% | -3% | 1.9 | -78* | 19% | 9% | 10 | 6
O=C(O)CCc1ccc(-c2ccc(F)cc2)n1CCC(=O)O | -15% | -2% | -1% | 2.2 | . | 0% | -17% | -1 | 9
COC(=O)Cn1ncn2c(cc3oc(C)cc32)c1=O | 3% | 0% | -15% | 2.0 | -5 | 2% | -11% | 5 | 14
Cn1c(NC(=O)Cc2cccc3ccccc23)cc(=O)n(C)c1=O | 7% | 1% | 4% | -0.8 | -6 | 11% | 4% | 2 | 17
O=C(NC1=NCCCCC1)c1cccc2ccccc12 | -4% | -5% | 0% | -1.1 | -1 | -26% | -4% | -4 | 9
Cc1ccccc1C(=O)N1CCN(c2ccc(NC(=S)NC(=O)c3cccs3)cc2)CC1 | -14% | -13% | 0% | 0.2 | 5 | ? | ? | 5 | -11
COCCn1nnnc1C(c1cccc(C#N)c1)N1CCCCCC1 (stereo not given) | 5% | -3% | 0% | -2.2 | . | -15% | -21% | -2 | -75*
